KCNH2 3.1 inh = inhibitors of human KCNH2 3.1 potassium channel isoform; U2OS KCNH2 3.1, thallium flux FluxOr; stronger effect = lower value; AID 720553; activity change, % (tested at about 1.8 µM); actives 0.95% (n = 340,000);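 active means maximum activity change below -70%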;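 further: thallium influx rate constant from kinetic fluorescence after stimulation buffer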
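Normalized rate constant (relative to positive and negative DMSO controls) derived from a 2 min kinetic fluorescence read after stimulation; U2OS cells expressing the 3.1 isoform via virus at 1.77 x 10^8 /mL.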
* marks the source's active call; other numbers are inactive results. On the % scale 0 is the no-effect control and ±100 the full control effect. This is a subset (hit frequency here may not be typical).

SMILES	KCNH2 3.1 inh
COc1ccc(-c2nc(C#N)c(NCCN(C)C)o2)cc1	-3.2
Cc1cn(CC(=O)NCCCc2ccccc2)c(=O)[nH]c1=O	4.1
CC(=O)Nc1ccc(S(=O)(=O)Nc2cccc(-c3nc4cc(C)ccc4o3)c2)cc1	-0.5
CCN(CC)CCNC(=O)c1ccc(NC(=O)c2cc(S(=O)(=O)N3CCCCC3)ccc2N2CCOCC2)cc1	-3.3
COC(=O)c1cc(C#N)c(Oc2ccccc2)nc1C	-2.7
C[C@H]1CC[C@]2(O[C@@H](CCO)C[C@@H](O)[C@@H]2O)O1	5.0
COc1ccc(OCc2cn(CC(=O)c3ccc(O)cc3)nn2)cc1	8.5
Cc1ccc2c(C)c(C(=O)N3CCC(C(N)=O)(N4CCCCC4)CC3)oc2c1C	-0.6
COCCN1CCC(CO)C1 (configuration not stated)	14.0
CCOc1ccc(NS(=O)(=O)c2ccc(C(=O)NCC3CCCO3)cc2)cc1 (configuration not stated)	3.3
COc1ccc(CN2CCN(Cc3c[nH]c4ccccc34)CC2)c(OC)c1	-102.4*
O[C@H]1CN(CC2CCCCC2)[C@@H](c2ccc(Cl)cc2)C[C@@H]1n1cc(-c2ccc(F)cc2)nn1	0.0
Cc1[nH]c(=S)[nH]c(=O)c1Cc1c(O)ccc2ccccc12	1.2
C=CCn1c(O)c(N=Nc2ccccc2[N+](=O)[O-])c2ccccc21	-0.3
O=C1c2ccccc2S(=O)(=O)c2cc(C(=O)N3CCCC3)ccc21	-2.2
CN1C(=O)[C@H]2[C@@H](c3ccccc3)N[C@]3(CCCN(Cc4ccc(F)cc4)C3=O)[C@H]2C1=O	-15.4
CCCc1c(C(=O)N/N=C/c2ccc(-c3ccccc3)cc2)nnn1-c1nonc1N	4.0
COc1cc2ccc(NC(C)=O)cc2cc1OC	10.9
Nc1nonc1-n1nnc(C(=O)N/N=C/c2ccco2)c1CSc1ccc(Cl)cc1	16.5
CCN(CC)C(=O)C1=C(C)N(Cc2ccc(F)cc2)C(=O)C(CC(=O)NCc2cccs2)C1 (configuration not stated)	27.2
Cc1nc2ccccc2c(C(=O)O)c1-c1ccccn1	12.1
Cc1ccc(NC(=O)CN(C)CC(=O)Nc2ccc3c(c2)OCO3)cc1	-14.6
CCc1cc(-c2nnn(-c3cc(C(C)C)ccc3C)c2CC)ccc1-c1cn(CCc2c[nH]c3ccccc23)nn1	3.9
CC(=O)NC(c1ccc(N(C)C)cc1)c1cc(Cl)c2cccnc2c1O (configuration not stated)	5.9
CC(C)C[C@H]1C(=O)N2CCC[C@H]2[C@]2(O)O[C@](NC(=O)C3C=C4c5cccc6[nH]c(Br)c(c56)C[C@H]4N(C)C3)(C(C)C)C(=O)N12 (some centres not stated)	16.6

Brought forward from above: 3 compounds; new compounds follow.
SMILES	KCNH2 3.1 inh
CCc1cc(-c2nnn(-c3cc(C(C)C)ccc3C)c2CC)ccc1-c1cn(CCc2c[nH]c3ccccc23)nn1	3.9
CC(=O)NC(c1ccc(N(C)C)cc1)c1cc(Cl)c2cccnc2c1O (configuration not stated)	5.9
CC(C)C[C@H]1C(=O)N2CCC[C@H]2[C@]2(O)O[C@](NC(=O)C3C=C4c5cccc6[nH]c(Br)c(c56)C[C@H]4N(C)C3)(C(C)C)C(=O)N12 (some centres not stated)	16.6
COc1ccc(C2=CC(=O)C[C@H](COCc3ccccc3)N(C(=O)OC(C)(C)C)O2)cc1	-3.9
COc1ccc(-c2ccc(CN3C(C)C(=O)N(Cc4cn(CC5CCCCC5)nn4)CCS3(=O)=O)cc2)cc1 (configuration not stated)	-12.8
COc1cc2ccnc(C=NO)c2cc1OC	0.0
CC(C)=CCc1c(O)cc(O)c2c1OC(c1ccc(O)cc1)CC2=O (configuration not stated)	-2.4
CC1CCN(C(=O)c2[nH]cnc2C(=O)Nc2ccccc2F)CC1	-31.5
C#CCOCCOCCOCCNc1nc(N2CCN(C(=O)Cn3cc(CCO)nn3)CC2)nc(N2CCN(C(=O)Cn3cc(CCO)nn3)CC2)n1	-0.1
CN(C)Cc1cc(C(C)(C)C)cc(N2CCOCC2)c1O	-9.9
N#CCc1ccc(OC(=O)c2cccnc2Cl)cc1	-4.4
C[C@@H]1CN([C@@H](C)CO)C(=O)CCCn2nncc2CO[C@@H]1CN(C)C(=O)c1ccc2ccn(C)c2c1	0.5
CCN(CC)C(=O)C1=C(C)N(Cc2ccccc2)C(=O)C(CC(=O)NC2CCCC2)C1 (configuration not stated)	-1.2
Fc1ccc(NC(=S)N2CCCC2)cc1	3.7
O=C(Cn1sc2ccccc2c1=O)Nc1ccccc1	7.6
CCN(C(=O)CSc1nnc(-c2cccc(Cl)c2)n1N)c1c(N)n(Cc2ccccc2)c(=O)[nH]c1=O	20.8
Nc1ccc2c(=O)[nH][nH]c(=O)c2c1	0.2
Cc1nnc(NC(=O)CCC2CCCCC2)s1	3.2
COC(=O)c1ccc(NCc2c(O)ccc(O)c2Br)cc1Cl	-0.1
Cc1noc(C)c1NC(=O)N(C)C[C@H]1OCc2cnnn2CCCC(=O)N([C@@H](C)CO)C[C@H]1C	-15.4
C[C@@H]1CN([C@H](C)CO)C(=O)CCCn2nncc2CO[C@@H]1CN(C)S(C)(=O)=O	9.6
COc1ccc(S(=O)(=O)N2CCC(C(=O)N[C@@H](C)C(=O)NCc3ccco3)CC2)cc1	1.4
c1cnc(NCCSSCCNc2ncccn2)nc1	9.8
O[C@@H]1CN(C2CCN(Cc3ccccc3)CC2)CC[C@H]1N1CCCCCC1	3.6
COc1ccc(OC)c(S(=O)(=O)Nc2ccccc2O)c1	0.8
CCN(CC)C(=O)C1=C(C)N(Cc2ccccc2)C(=O)C(CC(=O)NCCc2ccccn2)C1 (configuration not stated)	0.7
CC1(C(=O)O)CCC(C(=O)NNC(=O)c2ccccc2Cl)C1(C)C (configuration not stated)	-1.0
C=C(C)COC(=O)C1CC2OC2CC1C(=O)OCC(=C)C (configuration not stated)	1.8

(next part)
SMILES	KCNH2 3.1 inh
Cc1cccc(NC(=O)c2ccc(S(=O)(=O)N(C)CC3CCCO3)cc2)c1C (configuration not stated)	-3.4
C[C@@H]1CN([C@@H](C)CO)S(=O)(=O)c2ccc(Br)cc2O[C@H]1CN(C)Cc1ccccn1	12.2
O=C(CNC(=O)c1cc(-c2ccccc2)nn1-c1ccccc1)Nc1ccccc1Br	11.1
O=C1COc2cc(O)ccc21	12.4
COc1ccc(C=C(C(=O)O)c2ccc(OC)cc2)cc1	-27.1
Cc1ccc(Nc2[nH]c(=O)c3ccccc3c2C(=O)c2ccccc2)cc1	10.3
CCOC(=O)/C(=C/c1ccc(OC(F)F)cc1)C1=Nn2c(nnc2-c2ccc(Cl)cc2)SC1	-83.4*
COc1ccc(-c2ccc(CCC(=O)O)n2-c2cc(OC)ccc2OC)cc1	-20.0
COCCN(C(=S)Nc1ccc(OC)c(Cl)c1)C1CCN(C(C)=O)CC1	-0.7
CN1CCN(C2Cc3ccccc3Sc3cc(C(F)(F)F)ccc32)CC1 (configuration not stated)	-38.5
O=C(NCCCN1CCOCC1)c1ccc(Cl)c([N+](=O)[O-])c1	11.8
CC(C)(C)C1CCNC(=O)CC1 (configuration not stated)	-6.2
O=C(NCc1ccccc1OC(F)(F)F)C1CCC(=O)N(CCc2ccccn2)C1 (configuration not stated)	-10.1
O=S(=O)(O)c1cnccc1Nc1cccc(C(F)(F)F)c1	5.3
C/C(=N\O)C(C)/[N+]([O-])=C/c1nc(C)c(C)n1O (configuration not stated)	12.8
COC(=O)C[C@H]1c2ccccc2S(=O)(=O)N1C(C)C	-7.9
CN(C)c1ccc2nc3ccc(=O)cc-3sc2c1	-3.7
O=C1C=C(C#Cc2ccccc2)C[C@@H](c2ccc(F)cc2)C1	2.8
N=C1c2ccccc2-c2ccccc21	-9.2
CCOc1ccc(Br)cc1S(=O)(=O)NCC(c1ccc(OC)cc1)N1CCOCC1 (configuration not stated)	9.7
CCOc1ccccc1-c1nc2c(s1)CCc1onc(-c3ccc(OC)cc3)c1-2	7.4
COc1ccc(CCNS(=O)(=O)c2ccc(N3CCCC3=O)cc2)cc1	-1.6
Cn1cc(C2NC(=O)c3ccccc3N2)c2ccccc21 (configuration not stated)	1.0
O=C(Nc1cc([N+](=O)[O-])c2[nH]c(=O)c3ccccc3c2c1)C(F)(F)F	-10.5
Cc1ccc(NC(=O)COC(=O)c2ccco2)cc1S(=O)(=O)N1CCCCC1	-4.4

Further entries.
SMILES	KCNH2 3.1 inh
CC1(c2nnc(-c3ccncc3)o2)CC(c2cccc(Cl)c2)=NO1 (configuration not stated)	5.3
CCOCCn1c(CN2CCN(c3ccc(OC)cc3)CC2)nc2c1c(=O)n(C)c(=O)n2C	-5.3
COc1ccc(OC)c2nc3c(C(=O)NCCN(C)C)cccc3nc12	3.2
O=C(O)CC1c2ccccc2CCN1S(=O)(=O)c1ccccc1 (configuration not stated)	-0.9
O=S(=O)(Oc1ccccc1)c1cccnc1	0.3
CCOC(=O)/C=C/c1ccc(C(F)(F)F)cc1S(=O)(=O)NC(C)(C)C	19.4
O=C1C=CC(=Nc2ccc(F)cc2)O1	-5.9
CS(=O)c1ccccc1-c1nc(-c2ccc([N+](=O)[O-])cc2)no1 (configuration not stated)	7.8
O=C(c1ccccc1F)N1CCCC(N2CCN(Cc3ccc4c(c3)OCO4)CC2)C1 (configuration not stated)	-0.4
C[C@@H]1CN([C@H](C)CO)C(=O)CCCn2cc(nn2)CO[C@H]1CN(C)C(=O)NC1CCCCC1	-7.6
CCn1c(=O)c2[nH]c(Cl)nc2n(CC)c1=O	-2.7
Cc1ccc(S(=O)(=O)N(C)CC(=O)N(C)Cc2cccs2)cc1	14.5
COc1ccccc1OCCNC(=O)c1ccc(C(C)(C)C)cc1	-11.7
CC(=O)c1ccc(S(=O)(=O)NCCc2cn3ccc(C)cc3n2)cc1	-4.8
Cc1noc(C)c1NC(=O)N(C)C[C@@H]1Oc2ncc(C#CC3CC3)cc2C(=O)N([C@@H](C)CO)C[C@@H]1C	-22.1
COc1ccc(NC2CCCN(C(=O)c3ccccc3-c3ncc[nH]3)C2)cc1 (configuration not stated)	-0.1
CNS(=O)(=O)c1ccc(CCC(=O)N2CCOCC2)cc1	10.4
COCCN(C(=O)COC(=O)COc1ccc2ccccc2c1)c1c(N)n(Cc2ccccc2)c(=O)[nH]c1=O	-5.4
CS(=O)(=O)N1CCC2CC1c1cc(-c3ccccc3)ccc12 (configuration not stated)	17.3
O=C(Nc1cccc(Br)c1)C1CCCC1	12.6
CCOC(=O)c1c(C)cc2c(CO)n[nH]c(=O)c2c1C	-15.8
Cc1ccc(S(=O)(=O)N2CCC(C(=O)Nc3ccc(S(=O)(=O)N4CCOCC4)cc3)CC2)cc1	-1.4
CC1=C(C(=O)N2CCOCC2)CC(CC(=O)NCc2cccs2)C(=O)N1CCC1=CCCCC1 (configuration not stated)	-11.4
CCCCCCCCN1[C@@H](CC(=O)O)c2ccc(C(F)(F)F)cc2S1(=O)=O	-14.1
CCOc1ccccc1OCCCC(=O)N1CCN(S(=O)(=O)c2ccccc2C#N)CC1	1.9

4 of the compounds above, as labelled records:
O=C1C=CC(=Nc2ccc(F)cc2)O1
  KCNH2 3.1 inh: -5.9
CC(=O)c1ccc(S(=O)(=O)NCCc2cn3ccc(C)cc3n2)cc1
  KCNH2 3.1 inh: -4.8
C[C@@H]1CN([C@H](C)CO)C(=O)CCCn2cc(nn2)CO[C@H]1CN(C)C(=O)NC1CCCCC1
  KCNH2 3.1 inh: -7.6
CS(=O)c1ccccc1-c1nc(-c2ccc([N+](=O)[O-])cc2)no1 (configuration not stated)
  KCNH2 3.1 inh: 7.8

2 entries picked at random from those above:
SMILES	KCNH2 3.1 inh
CS(=O)(=O)N1CCC2CC1c1cc(-c3ccccc3)ccc12 (configuration not stated)	17.3
O=C1COc2cc(O)ccc21	12.4

(list continues)
SMILES	KCNH2 3.1 inh
Cc1ccc2c(c1)=N/C(=N\c1[nH]c(O)c3ccccc13)N=2	-3.7
Cn1c(=O)c2c(nc(CN3CCc4ccccc4C3)n2CC(=O)c2ccccc2)n(C)c1=O	-13.5
C[C@H](CO)N1C[C@H](C)[C@@H](CN(C)CC2CC2)OCc2cnnn2CCCC1=O	26.2
CCN(CC)C(=O)C1=C(C)N(CCCOC)C(=O)C(CC(=O)NCCCN(C)C)C1 (configuration not stated)	5.3
COc1ccc2cc(/C(C)=N/NC(=O)c3cc(C)oc3C)ccc2c1	-9.6
CCCCCCCN(c1ccccc1)[C@@H]1C[C@H]2CCCC(=O)N3CC[C@@H](C1)[C@@H]23	-20.2
O=S(=O)(c1cccc(Br)c1)N1CCN(c2ncnc3scc(-c4ccccc4)c23)CC1	-0.5
COc1ccc(C=NNC(=S)Nc2ccc(F)cc2)cc1OC	10.9
O=C1N(Cc2ccccc2)CC2(Br)COCOC12O (configuration not stated)	-6.8
Cc1nn(CC(=O)NC2CC2)c(C)c1S(=O)(=O)N(C)C	1.9
O=[N+]([O-])c1cc([N+](=O)[O-])c(Oc2cccc3c2CCCC3)cc1NN1CCCCC1	16.5
Cc1nc(SCC(=O)N2CCCC2=O)c2c(C)c(C)sc2n1	10.2
CCC(=O)c1ccc(N2CCOCC2)c(F)c1	-0.8
COc1cc(NC(=O)CCNC(=O)N2CC(=O)Nc3ccccc32)cc(OC)c1OC	4.5
O=C(COC(=O)Cn1cnc2ccccc21)Nc1ccc(Br)cc1	-14.0
CC1(c2nnc(-c3ccccc3)o2)CC(c2ccccc2)=NO1 (configuration not stated)	-0.3
CCOC(=O)c1csc(-c2csc(CCNC(=O)c3ccccc3)n2)n1	-0.8
COC(=O)CCN1CCC2CC1c1cc(-c3cccc(C)c3)ccc12 (configuration not stated)	-19.2
C[C@H](CO)N1C[C@H](C)[C@H](CN(C)C(=O)Nc2ccc(C(F)(F)F)cc2)Oc2ncc(-c3cccnc3)cc2C1=O	2.0
Clc1ccc(-c2nc(-c3ccncc3)no2)c(Cl)c1	-10.7
O=S1(=O)CCOC[C@H](Cc2ccccc2)N1Cc1ccc(F)cc1	4.6
COc1cccc(/C=C/C(=O)NCC2CCCCC2)c1	0.8
